CCT chaperon mod = cytosolic chaperonin activity modulation | activity change, % (concentration not given with the values), hits read low | actives 0.3% (n = 360,000) | purified chaperonin ATPase assay, HTRF ADP detection, 30 min; in the data active = activity change below about -30%; also: % is scaled to controls: 0 for no effect and ±100 for the full control effect
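We incubate TRiC, 40 or 20 nM final, with library compounds at 76 uM and 10 uM ATP for 30 min at 37 °C. ADP formed is detected with Transcreener HTRF reagents after 30 min at room temperature.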
WRN helicase inh = blocks human WRN helicase | Q14191 | WRN helicase unwinding, fluorescent forked duplex, kinetic | Potency, µM (series often up to 114 µM), inactives show top-dose activity change, negative = inhibition, hits mostly inhibitors | actives 0.46% (n = 360,000); also: potency is read from the fitted curve at half-maximal effect; % is scaled to controls: 0 for no effect and ±100 for the full control effect; nearly all actives have a fitted effect of over 55% in size
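Fluorescence dequenching readout, ex 525 nm/em 598 nm, kinetic mode: forked duplex DNA (100 nM final) with adjacent fluorophore and quencher unwound by WRN (20 nM final) with 2 mM ATP. Compound preincubation 15 min, room temperature.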
EPAC2 agonist = EPAC2 (human) agonism; EPAC2 activation, biochemical qHTS; response scale: 100% = 6.5 mM cAMP response; actives 0.079% (n = 360,000); Q8WZA2; Potency, µM (series often up to 154 µM), for the others: at the highest dose activation, hits mostly activators; also: potency is read from the fitted curve at half-maximal effect; nearly all actives have a fitted effect of over 50% in size
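EPAC2 (100 nM) mixed with Rap1B loaded with BODIPY-GDP (250 nM) plus 50 uM unlabeled GDP; compounds pinned in, 5 min RT, then read every 5 min for 30 min (ex 480, em 540 nm). Normalized to cAMP control.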
IL2 activator = activators of IL-2 | IL-2 activation reporter assay, cell-based qHTS; stimulated with anti-CD3/CD4/CD28 beads; in transgenic mouse T cells | activation, % (series mostly up to about 46 µM) | actives 0.065% (n = 360,000); in the data active = activation above about 50%; inconclusive = mostly about 30% to 49%; also: 0% is about no effect
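First, unstimulated transgenic mouse T cells were exposed to compound for 60 min. Next, anti-CD3/anti-CD4-coated beads with anti-CD28 were added. Finally, after 18 h at 37 degrees C, EGFP and DsRed were imaged.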
PI5P4K alpha inh = blocks human PI5P4K alpha kinase activity | PI5P4Kalpha enzyme, ADP-Glo luminescence, 60 min; hits give low values | max response, % | actives 1.2% (n = 330,000) | AID 652105; active = max response of -50% or lower; inconclusive = between -30% and -50%; inactive = -30% or higher; also: value at the top dose of about 77 µM; % is scaled to controls: 0 for no effect and ±100 for the full control effect
Target sequence (P48426 whole entry, looked up): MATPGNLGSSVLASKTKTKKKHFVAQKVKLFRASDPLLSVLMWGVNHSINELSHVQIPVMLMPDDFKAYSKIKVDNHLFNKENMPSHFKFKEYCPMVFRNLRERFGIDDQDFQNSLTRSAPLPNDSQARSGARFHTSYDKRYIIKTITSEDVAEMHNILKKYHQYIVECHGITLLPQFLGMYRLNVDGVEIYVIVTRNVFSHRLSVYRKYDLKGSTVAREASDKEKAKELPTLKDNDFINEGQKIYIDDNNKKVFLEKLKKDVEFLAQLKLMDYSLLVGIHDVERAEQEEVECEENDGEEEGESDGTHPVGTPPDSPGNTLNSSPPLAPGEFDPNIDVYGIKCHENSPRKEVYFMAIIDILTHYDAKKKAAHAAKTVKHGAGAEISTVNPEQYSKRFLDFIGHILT
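Controls without substrate or without enzyme flank wells where PI5P4Kalpha converts substrate using 5 microM ATP (final). Incubation lasts 60 minutes at room temperature; ADP formed is read by ADP-Glo luminescence.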
EPAC1 antagonist = antagonists of human EPAC1; EPAC1 GEF assay, Rap1b-BODIPY-GDP exchange fluorescence; O95398; AID 720709; actives 0.14% (n = 360,000); Potency, µM (titrated, usually from 115 µM), without a hit: at the top dose activity change, negative = inhibition, usual class: inhibitors;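 also: potency is read from the fitted curve at half-maximal effect; plate controls were vehicle for no effect and positive control for full effect; nearly all actives have a fitted effect of over 50% in size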
PLK1 PBD inh = inhibitors of human PLK1 polo-box domain binding; P53350; Potency, µM, without a hit: max response, negative = inhibition, most hits filed as inhibitors; Plk1 PBD binding of FITC phosphopeptide, fluorescence polarization; actives 2.8% (n = 360,000); also: potency is read from the fitted curve at half-maximal effect; series mostly up to about 57 µM; % is scaled to controls: 0 for no effect and ±100 for the full control effect; nearly all actives have a fitted effect of over 65% in size
EPAC1 agonist = agonists of human EPAC1; Potency, µM (series often up to 154 µM), for the others: at the highest dose activation, most hits filed as activators; EPAC1 agonist qHTS, biochemical assay; response scale: 100% = response to 6.5 mM cAMP; AID 720707; actives 0.073% (n = 360,000); O95398; also: potency is read from the fitted curve at half-maximal effect; nearly all actives have a fitted effect of over 60% in size
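Normalized to 6.5 mM cAMP, activity reflects EPAC1-catalysed release of BODIPY-GDP from Rap1B, followed kinetically over 30 min at 480 nm excitation, 540 nm emission. Reaction contained 100 nM EPAC1, 250 nM Rap1B-BODIPY-GDP, 50 uM GDP.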
Numbers without * were called inactive; ? = inconclusive; . = not tested or not shown; [ ] = dose if it differs, or a comment. Unless noted, calls follow the shape of the dose curve; as a rule, active = well fitted curve in the direction sought with a large enough effect; inconclusive = small, poorly fitted or top-dose-only effect, or another doubt; inactive = no such curve, though single readings can be large; an effect the other way counts as inactive or inconclusive. Some of the compounds tested; count on the stated rates, not on these rows.

The first 2 records, ahead of the listing:
Value order: CCT chaperon mod	WRN helicase inh	EPAC2 agonist	IL2 activator	PI5P4K alpha inh	EPAC1 antagonist	PLK1 PBD inh	EPAC1 agonist
- Cc1ccc(NC(=O)CSCC(=O)N2CCN(Cc3ccc4c(c3)OCO4)CC2)cc1
 : -2.8	-19.4%	-0.9%	-2.3	-4.4	8.7%	2.4%	-2.3%
- O=C(C[C@H]1CC[C@@H](NC(=O)c2ccncc2)[C@@H](CO)O1)NCC1CC1
 : .	-6.4%	2.4%	0.1	-0.6	-10.8%	-5.2%	-1.6%

All compounds of this part, from the start:
Value order: CCT chaperon mod	WRN helicase inh	EPAC2 agonist	IL2 activator	PI5P4K alpha inh	EPAC1 antagonist	PLK1 PBD inh	EPAC1 agonist
- Cc1ccc(NC(=O)CSCC(=O)N2CCN(Cc3ccc4c(c3)OCO4)CC2)cc1
 : -2.8	-19.4%	-0.9%	-2.3	-4.4	8.7%	2.4%	-2.3%
- O=C(C[C@H]1CC[C@@H](NC(=O)c2ccncc2)[C@@H](CO)O1)NCC1CC1
 : .	-6.4%	2.4%	0.1	-0.6	-10.8%	-5.2%	-1.6%
- NC(=O)CC(NC(=S)NCc1ccccc1)C(=O)O (stereo not drawn)
 : 0.5	0.4%	-3.7%	-2.2	-4.2	6.5%	21.2µM*	3.2%
- Cc1ccc(C)c(-n2c3nc(=O)n(C)c(=O)c-3cc3ccccc32)c1
 : 2.0	2.9%	-1.8%	0.3	-3.3	-1.6%	-5.5%	-10.7%
- Cc1nnc(NC(=O)c2nc(S(=O)(=O)Cc3ccccc3C)ncc2Cl)s1
 : -0.8	6.1%	4.8%	-4.0	-17.8	19.7%	?	-7.0%
- Cn1c(CN2CCOCC2)nnc1SCC(=O)Nc1cccc(C(F)(F)F)c1
 : -1.1	-8.2%	6.5%	5.3	4.1	-8.1%	-5.9%	0.4%
- CCOC(=O)c1cnc2ccc(C(=O)OC)cc2c1NCCCN1CCOCC1
 : -0.3	4.8%	-3.5%	-0.4	1.9	11.1%	-17.4%	9.6%
- c1ccc2sc(Nc3nc4cc5c(cc4s3)OCO5)nc2c1
 : 0.7	6.9%	-0.7%	-1.5	-7.9	8.9%	-1.8%	-12.8%
- CC1CC(NC(=O)C2(C)CC2(Cl)Cl)CC(C)(C)C1 (stereo not drawn)
 : 1.3	3.1%	-12.5%	-1.4	.	1.8%	-0.9%	-10.8%
- CNC(=S)N1CCN(c2nc3ccccc3s2)CC1
 : 1.2	-2.7%	-3.3%	0.1	-5.7	8.7%	-3.1%	6.0%
- COc1ccc(S(=O)(=O)NCC2CCCN(C(=O)c3cccnc3C)C2)cc1 (stereo not drawn)
 : -2.2	-1.3%	14.3%	0.0	-3.0	14.9%	-11.1%	3.8%
- Cc1ccc(C(=O)N(c2c(C)n(C)n(-c3ccccc3)c2=O)C(C)C)cc1
 : -1.1	-3.8%[57.1 µM]	5.2%	-1.2	.	-1.0%	-6.2%	-1.1%
- O=C(Nc1cccc(O)c1)c1cc(-c2ccccc2Cl)on1
 : -2.0	-2.9%	13.4%	-0.7	7.3	-14.8%	-7.3%	23.1%
- CC(=O)NCC12CC3CC(C1)CC(C(=O)O)(C3)C2
 : -1.0	9.1%	-7.0%	1.4	.	-2.2%	-4.1%	2.9%
- CCOC(=O)COc1cccc2c(=O)n(CC(=O)NCCc3ccccc3)ccc12
 : -0.9	-2.3%	-0.2%	-3.8	0.2	-1.7%	-4.9%	-9.1%
- Cc1ccc(CNC(=O)C2CCN(S(=O)(=O)c3c(C)noc3/C=C/c3ccco3)CC2)cc1
 : -1.4	-2.4%	4.6%	0.0	-2.4	-8.2%	-4.4%	-8.0%
- Cc1cc(C)n2c(SCc3ccc(Br)cc3)nnc2n1
 : 1.8	1.3%	13.0%	-0.6	2.8	-14.1%	-0.4%	-14.6%
- CN(C(=O)c1cccc(NC(=O)C2CCCN(C(=O)OC(C)(C)C)C2)c1)C1CCC1 (stereo not drawn)
 : -2.3	10.0%	13.5%	-0.3	0.4	4.8%	-6.2%	-2.6%
- O=C1CC(=O)C(n2cncn2)C(c2cccc(Cl)c2)C1 (stereo not drawn)
 : -7.3	4.1%	3.0%	1.6	.	-22.3%	-1.3%	0.0%
- COc1cc(/C=N/NC(=O)c2nc(-c3ccccc3)n(-c3ccccc3)n2)ccc1O
 : -2.0	-17.6%	6.6%	0.1	-9.7	-4.2%	-4.5%	-2.2%
- CCCN1C(=O)c2ccc(C(=O)Nc3cc(C)ccc3O)cc2C1=O
 : 0.3	-4.8%	-0.1%	-0.4	-7.7	8.2%	-4.1%	-2.0%
- COc1ccc(/C=C2\S/C(=N/S(=O)(=O)c3cccs3)NC2=O)cc1
 : -0.8	-31.0%	5.4%	0.0	-23.5	-28.4%	23.8µM*	3.3%
- CCn1c(COc2ccc(C)cc2)nnc1SCC(=O)C(C)(C)C
 : -1.2	5.4%	9.1%	-4.5	-5.4	0.2%	-0.3%	-0.9%
- COc1ccc(N2CCN(C(=O)CSc3nnc4c(C)cc5ccc(C)c(C)c5n34)CC2)cc1
 : -1.6	-6.4%	5.5%	-1.4	0.8	-2.4%	-9.3%	3.2%
- C=CCOc1ccc(/C=N/NC(C)=O)cc1OCC
 : -2.4	2.0%	-0.2%	1.2	-2.4	?	3.9%	-8.5%
- CCOc1nc(NCc2ccco2)nc(Nc2ccc(OC)cc2)n1
 : -0.3	-5.5%	10.1%	-0.4	-5.3	-7.3%	-2.0%	-0.1%
- c1ccc(CCNc2ncnc3nc[nH]c23)cc1
 : -1.2	-14.3%	-3.0%	-2.5	?	2.6%	1.6%	8.0%

Not a retest: entries from further up.
Value order: CCT chaperon mod	WRN helicase inh	EPAC2 agonist	IL2 activator	PI5P4K alpha inh	EPAC1 antagonist	PLK1 PBD inh	EPAC1 agonist
- CCOC(=O)COc1cccc2c(=O)n(CC(=O)NCCc3ccccc3)ccc12
 : -0.9	-2.3%	-0.2%	-3.8	0.2	-1.7%	-4.9%	-9.1%
- Cc1ccc(CNC(=O)C2CCN(S(=O)(=O)c3c(C)noc3/C=C/c3ccco3)CC2)cc1
 : -1.4	-2.4%	4.6%	0.0	-2.4	-8.2%	-4.4%	-8.0%
- Cc1cc(C)n2c(SCc3ccc(Br)cc3)nnc2n1
 : 1.8	1.3%	13.0%	-0.6	2.8	-14.1%	-0.4%	-14.6%
- CN(C(=O)c1cccc(NC(=O)C2CCCN(C(=O)OC(C)(C)C)C2)c1)C1CCC1 (stereo not drawn)
 : -2.3	10.0%	13.5%	-0.3	0.4	4.8%	-6.2%	-2.6%
- O=C1CC(=O)C(n2cncn2)C(c2cccc(Cl)c2)C1 (stereo not drawn)
 : -7.3	4.1%	3.0%	1.6	.	-22.3%	-1.3%	0.0%
- COc1cc(/C=N/NC(=O)c2nc(-c3ccccc3)n(-c3ccccc3)n2)ccc1O
 : -2.0	-17.6%	6.6%	0.1	-9.7	-4.2%	-4.5%	-2.2%
- CCCN1C(=O)c2ccc(C(=O)Nc3cc(C)ccc3O)cc2C1=O
 : 0.3	-4.8%	-0.1%	-0.4	-7.7	8.2%	-4.1%	-2.0%
- COc1ccc(/C=C2\S/C(=N/S(=O)(=O)c3cccs3)NC2=O)cc1
 : -0.8	-31.0%	5.4%	0.0	-23.5	-28.4%	23.8µM*	3.3%
- CCn1c(COc2ccc(C)cc2)nnc1SCC(=O)C(C)(C)C
 : -1.2	5.4%	9.1%	-4.5	-5.4	0.2%	-0.3%	-0.9%
- COc1ccc(N2CCN(C(=O)CSc3nnc4c(C)cc5ccc(C)c(C)c5n34)CC2)cc1
 : -1.6	-6.4%	5.5%	-1.4	0.8	-2.4%	-9.3%	3.2%
- C=CCOc1ccc(/C=N/NC(C)=O)cc1OCC
 : -2.4	2.0%	-0.2%	1.2	-2.4	?	3.9%	-8.5%
- CCOc1nc(NCc2ccco2)nc(Nc2ccc(OC)cc2)n1
 : -0.3	-5.5%	10.1%	-0.4	-5.3	-7.3%	-2.0%	-0.1%
- c1ccc(CCNc2ncnc3nc[nH]c23)cc1
 : -1.2	-14.3%	-3.0%	-2.5	?	2.6%	1.6%	8.0%

High-throughput results (PubChem)
